Screening results from PubChem.
Jurkat autofluor – compound autofluorescence on Jurkat cells, primary screen, artefact control for VLA-4 allosteric ligand project, cell-based, flow cytometry | fluorescence ratio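 (tested at 10 µM compound in the well)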 | hits give high values; 1 = vehicle-only cell background | AID 576, 2007 | hit rate 0.61% among 24,000;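 active = fluorescence ratio above 2.44, which is 1 plus 3 SD of all ratios; inconclusive = signal too bright to measure linearly, ratio around 10 or more; inactive = fluorescence ratio below 2.44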;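 also: green fluorescence of cells measured with 488 nm excitation and 530 nm emission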
VLA-4 agonist – enhancers of LDV-FITC binding to VLA-4 integrin, primary screen, Jurkat cells, flow cytometry. Integrin alpha-4 (Homo sapiens), P13612. activation, % at 10 µM (by protocol). 24,000 tested, under 10 active;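 active = fluorescent ligand binding to cells raised by more than 40% of the manganese-induced maximum; inconclusive = compound's own fluorescence above 85% of the ligand control signal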;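 also: 0% = ligand binding without compound and 100% = manganese-stimulated maximal binding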
Target sequence (P13612 whole entry, looked up): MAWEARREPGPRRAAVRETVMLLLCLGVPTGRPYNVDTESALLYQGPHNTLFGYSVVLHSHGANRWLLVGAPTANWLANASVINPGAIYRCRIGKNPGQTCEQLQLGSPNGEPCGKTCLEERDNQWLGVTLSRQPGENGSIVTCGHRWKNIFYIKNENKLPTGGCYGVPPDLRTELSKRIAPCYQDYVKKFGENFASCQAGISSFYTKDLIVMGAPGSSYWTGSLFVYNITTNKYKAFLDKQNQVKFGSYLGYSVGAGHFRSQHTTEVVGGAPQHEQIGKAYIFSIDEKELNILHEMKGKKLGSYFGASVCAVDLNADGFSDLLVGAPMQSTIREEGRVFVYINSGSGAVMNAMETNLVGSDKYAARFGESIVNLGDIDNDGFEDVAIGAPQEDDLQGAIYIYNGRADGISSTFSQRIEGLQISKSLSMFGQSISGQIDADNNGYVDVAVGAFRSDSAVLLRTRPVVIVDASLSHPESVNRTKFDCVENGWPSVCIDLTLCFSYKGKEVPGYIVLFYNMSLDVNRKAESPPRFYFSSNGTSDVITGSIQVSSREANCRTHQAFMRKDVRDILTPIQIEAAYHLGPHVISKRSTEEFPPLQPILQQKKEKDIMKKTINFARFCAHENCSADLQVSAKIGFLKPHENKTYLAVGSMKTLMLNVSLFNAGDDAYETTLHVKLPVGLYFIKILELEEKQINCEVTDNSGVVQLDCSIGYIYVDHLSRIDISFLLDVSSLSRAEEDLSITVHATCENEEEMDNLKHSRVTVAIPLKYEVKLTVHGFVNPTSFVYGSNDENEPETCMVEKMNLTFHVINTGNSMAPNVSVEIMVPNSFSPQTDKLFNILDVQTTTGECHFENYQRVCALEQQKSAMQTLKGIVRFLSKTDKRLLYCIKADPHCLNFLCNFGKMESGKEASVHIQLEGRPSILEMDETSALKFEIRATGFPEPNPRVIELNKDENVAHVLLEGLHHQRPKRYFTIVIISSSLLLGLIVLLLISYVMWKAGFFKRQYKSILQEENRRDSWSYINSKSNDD
LNCaP diff act – activators of LNCaP prostate cell differentiation, primary screen, flow cytometry side scatter. 4 d. side scatter shift, % at 10 µM. hit rate 0.56% among 24,000. AID 795, 2007;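 active = side scatter shift above 30%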;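 also: androgen-responsive LNCaP prostate cancer cells in charcoal-stripped serum medium; percent of cells past a gate set so DMSO wells show 10% shift; higher shift means more granular cells and more differentiation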
VLA-4 antagonist – inhibitors of LDV-FITC binding to Mn2+-activated VLA-4, primary screen, Jurkat cells | AID 529, 2006 | Integrin alpha-4 (Homo sapiens), P13612 | LDV-FITC binding with Mn2+, flow cytometry; 100% = Mn2+-driven binding gain fully reversed | inhibition, % at 10 µM (by protocol) | hit rate 0.2% among 24,000;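 active = inhibition above 50%; inconclusive = compound itself fluorescent, judged against control cell fluorescence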;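 also: 0% = Mn2+ stimulated cells lacking compound and 100% = ligand binding without Mn2+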
* hit, by the source's call; u = inconclusive; x = not tested or not shown. Only part of the results is shown, so the mix of outcomes need not match the whole.

Jurkat autofluor	VLA-4 agonist	LNCaP diff act	VLA-4 antagonist	Compound
1.2	-6	13	-2	Cc1cc2oc(=O)cc(CN3CCN(Cc4ccc5c(c4)OCO5)CC3)c2cc1C
1.1	8	6	-31	COc1ccc(Cl)cc1-c1n[nH]c(=S)o1
1	-7	10	-22	CCn1c(=O)n(CC(=O)NC2CCCC(C)C2C)c(=O)c2ccccc21 (configuration not stated)
1.1	-4	11	12	Cc1nc2ccccc2c2oc(C(=O)NCC3CCCO3)cc12 (configuration not stated)
1.1	-5	11	12	CCOc1ccc(C2c3c(oc4cc(C)c(C)cc4c3=O)C(=O)N2CCCN2CCOCC2)cc1 (configuration not stated)
0.94	1	2	-6	CCCCOC(=O)C1CCCC(C(=O)OCCCC)N1 (configuration not stated)
1	-6	8	-14	O=C(c1cccs1)N1CCc2ccccc21
1	2	20	3	CCOc1ccc(Cc2nc(C)c(CC(=O)N3CCOCC3)c(=O)[nH]2)cc1
1.1	1	3	66*	COc1ccc(-c2nnc(Nc3nc4c(OC)cccc4s3)o2)cc1
0.93	2	7	-13	CC(C)NCC(O)COc1ccc(CCOCC2CC2)cc1 (configuration not stated)
1.1	4	3	-5	COc1ccccc1CC1(C)NC(=O)N(CC(=O)Nc2cc(C)on2)C1=O (configuration not stated)
1	-2	1	-10	Cc1ccccc1NC(=O)N1C2CCCC1CC(NC(=O)C1CC1)C2 (configuration not stated)

Three of the entries above in order of their number in LNCaP diff act, smallest number first:
Jurkat autofluor	VLA-4 agonist	LNCaP diff act	VLA-4 antagonist	Compound
1	-2	1	-10	Cc1ccccc1NC(=O)N1C2CCCC1CC(NC(=O)C1CC1)C2 (configuration not stated)
1.1	4	3	-5	COc1ccccc1CC1(C)NC(=O)N(CC(=O)Nc2cc(C)on2)C1=O (configuration not stated)
1	2	20	3	CCOc1ccc(Cc2nc(C)c(CC(=O)N3CCOCC3)c(=O)[nH]2)cc1

(cont.)
Jurkat autofluor	VLA-4 agonist	LNCaP diff act	VLA-4 antagonist	Compound
0.97	1	14	15	CCOCCCNCC(=O)N1CCN(S(=O)(=O)c2ccc(C)cc2)CC1
1	-9	11	16	COc1ccc(C(=O)O)cc1F
1	4	2	-4	Cc1ccc(Cn2ccc(NC(=O)c3cc(-c4ccc(Cl)cc4)on3)n2)cc1
0.96	5	14	-1	CCN1C(=O)C2(C(C#N)=C(N)Oc3n[nH]c(C(C)C)c32)c2ccccc21 (configuration not stated)
1.5	u	3	u	CCOC(=O)CSC1=NC(=O)CS1
0.99	0	13	15	Cc1noc(C)c1S(=O)(=O)N1CCCC(C(=O)Nc2nccs2)C1 (configuration not stated)
1	-1	11	-2	N#C/C(C(=O)c1ccccc1)=C1/CCCN1
1.2	10	19	3	Cc1cc(C)n(-c2nc3ccccc3[nH]c2=O)n1
1	-3	9	2	Cc1nn(C)c(C)c1S(=O)(=O)N1CCc2ccccc21
1.1	6	19	-12	CC1CCC(NC(=O)C2CCN(c3cnccn3)CC2)CC1 (configuration not stated)
0.98	3	1	14	Cn1nc(CC(=O)NC2CCCCCC2)c2ccccc2c1=O
1	-3	3	-24	COCc1cc(C)nc(Nc2ccc(C)cc2C)c1C#N
0.93	6	6	-26	Cc1ccc(C)c(C(=O)CC2(O)C(=O)N(C)c3ccccc32)c1 (configuration not stated)
1	0	4	28	CCOc1nc(N(C)C)nc(-n2nnc(C(C)=O)c2C)n1
u	u	13	u	COc1cccc2c1C(=O)c1c(O)c3c(c(O)c1C2=O)C[C@@](O)(C(C)=O)C[C@@H]3O[C@H]1C[C@H](N)[C@H](O)[C@H](C)O1
1.1	3	7	-4	CCOc1ccc(NS(=O)(=O)c2ccc(OCC(=O)N3CCCC3)cc2)cc1
1.1	-12	10	-14	COc1ccc(N=C2CCCN2CC(N)=O)cc1
0.98	14	2	-18	CC1(C(=O)NC2CCCC2)CCC(=O)N1Cc1cccs1 (configuration not stated)
0.99	7	1	-14	Cn1c(CCNC(=O)C(C)(C)C)nc2ccccc21
1.1	-5	6	14	O=C1c2ccccc2C(Nc2ccc(F)cc2F)N1CCN1CCOCC1 (configuration not stated)
1	-20	6	14	CC(=O)OCC1OC(c2ccccc2)C(OC(C)=O)C(OC(C)=O)C1OC(C)=O (configuration not stated)
1	-2	2	-6	O=C(CNC(=O)Cn1ccc2ccccc2c1=O)NCCCN1CCCCCC1
0.78	10	5	-7	Cc1[nH]nc2c1C(c1ccc(OC(=O)c3ccco3)cc1)C(C#N)=C(N)O2 (configuration not stated)
1	2	3	1	O=C(C1CCCO1)N1CCN(S(=O)(=O)c2ccccc2)CC1 (configuration not stated)

Pulled by structure from the list above, four records:
Jurkat autofluor	VLA-4 agonist	LNCaP diff act	VLA-4 antagonist	Compound
1.1	-12	10	-14	COc1ccc(N=C2CCCN2CC(N)=O)cc1
0.99	7	1	-14	Cn1c(CCNC(=O)C(C)(C)C)nc2ccccc21
0.98	14	2	-18	CC1(C(=O)NC2CCCC2)CCC(=O)N1Cc1cccs1 (configuration not stated)
1	0	4	28	CCOc1nc(N(C)C)nc(-n2nnc(C(C)=O)c2C)n1

The list goes on.
Jurkat autofluor	VLA-4 agonist	LNCaP diff act	VLA-4 antagonist	Compound
0.99	-8	9	-15	CC(NC(=O)c1ccco1)C(c1cccs1)N1CCN(c2ccc(F)cc2)CC1 (configuration not stated)
1	u	10	u	C=CCOc1cccc(C2c3c(oc4ccc(F)cc4c3=O)C(=O)N2CCCN2CCOCC2)c1 (configuration not stated)
1	-2	0	-6	O=C(NCc1ccccn1)c1cc(-n2cnnc2)ccc1Cl
0.99	1	4	-15	Cc1ccccc1-n1c(Cn2c(=O)sc3ccccc32)nnc1SCC(=O)N1CCCC1
1.1	-10	3	-6	CCN(CC)S(=O)(=O)c1ccc(NC(=O)CN(c2cccc(F)c2)S(C)(=O)=O)cc1
0.97	-11	19	-1	COc1cccc(NC(=O)NCCCN2CCN(c3ccc(F)cc3)CC2)c1
1	2	2	0	c1ccc(N(c2ccccc2)c2nc(N3CCCC3)nc(-n3ccnc3)n2)cc1
1.1	5	4	-12	COc1ccc(CCNc2oc(COc3ccc(F)cc3)nc2C#N)cc1
1.1	4	12	-17	COC(=O)C1=CN(C(C)C)C=C(C(=O)OC)C1c1cc2c(cc1Br)OCO2
1.1	-8	12	2	COCCCNC(=O)CCCn1c(=O)c2ccccc2n(CC(=O)Nc2c(C)cc(C)cc2C)c1=O
1.5	u	10	u	Cc1c(C(=O)NC(C)C)oc2c1-c1[nH]ncc1CC2
1.1	10	14	-20	COC(=O)COc1ccc(C(=O)OC)cc1
0.97	3	10	-15	O=c1cc(O)c2c(=O)[nH]c(=O)n(-c3ccccc3)c2[nH]1
1	-12	18	11	COc1ccc(OCC(O)COc2ccc(C(=O)O)cc2)cc1 (configuration not stated)
1.1	-2	9	-8	COC(=O)c1ccccc1NC(=O)Cn1cc(Br)cn1
1.1	-2	12	-1	O=c1cc(N2CCC3(CC2)OCCO3)[nH]c(=O)n1-c1ccc(Br)cc1
1	6	13	-18	CCN(CC)CCn1c2ccccc2c2nc(C)sc21
1	-2	12	2	Cc1ccc(N2C(=O)c3oc4ccccc4c(=O)c3C2c2cccc(O)c2)nc1 (configuration not stated)
1	-2	12	18	O=C(O)c1c[nH]c2ccc(S(=O)(=O)N3CCN(c4ccc(F)cc4)CC3)cc2c1=O
1.1	-5	10	0	O=c1[nH]c2ccc(Br)cc2c(-c2ccccc2)c1N1CCOCC1
1.1	-1	4	4	COc1ccc(Nc2nnc(Cc3ccc(Cl)cc3)c(=O)[nH]2)c(OC)c1
0.98	3	15	-16	CCS(=O)(=O)N1CCC(C(=O)NCCCN2CCC(Cc3ccccc3)CC2)CC1
1	-2	12	-2	CC(C)CCNC(=O)CCCn1c(=O)[nH]c2ccc(Br)cc2c1=O
1	2	10	-34	O=C(O)Cc1coc(-c2ccc(F)cc2)n1
0.91	-4	19	23	CC(=O)Nc1ccc(S(=O)(=O)N2CCN(C34CC5CC(CC(C5)C3)C4)CC2)cc1
1.1	0	5	-7	COc1cccc(CN2CCN(C(=O)c3ccco3)CC2)c1OC
1.2	-4	30*	2	c1ccc(N2CCN(c3nnc(Cc4cccnc4)c4ccccc34)CC2)nc1
1	8	17	-11	COc1ccccc1-n1cnc2cc(C(=O)NCC3CCCO3)ccc21 (configuration not stated)
0.96	1	5	1	CCOC(=O)CN1CC23C=CC(O2)C(C(=O)NCCc2ccccc2)C3C1=O (configuration not stated)
3.2*	u	14	u	c1ccc2c(c1)nc(Nc1ccc3c(c1)OCO3)c1nnnn12
0.97	1	4	-11	O=C(NCCCN1CCCCCC1)c1ccc(CS(=O)(=O)Cc2ccccc2F)o1
1	-10	2	16	Cc1onc(-c2ccccc2Cl)c1C(=O)NCc1cccs1
1.2	4	20	-28	O=S(=O)(Cc1ccc(Cl)cc1)Nc1ccc2c(c1)OCO2
1.3	-11	8	u	Cc1ccccc1Cn1c(=O)n(CCCC(=O)NCc2ccco2)c(=O)c2ccccc21
0.82	9	7	22	CCOc1ccc(N(CC(=O)Nc2ccccc2C)S(=O)(=O)c2c(C)noc2C)cc1
1.1	4	11	15	COc1ccccc1N1CCN(CC(=O)c2ccc3ccn(C(C)=O)c3c2)CC1
1.1	-24	9	45	CCc1cc2c(cc3c(=O)n(CC(=O)N4CCN(c5ccccn5)CC4)nc(CC)n32)s1
1.1	-3	14	7	Cc1cc(NC(=O)CC(CN(C)S(=O)(=O)c2ccccc2)c2ccccc2)no1 (configuration not stated)
1.1	-3	5	-10	CCOc1cc(C2/C(=C(/O)c3ccc(OC(C)C)cc3)C(=O)C(=O)N2CCCOC)ccc1O (configuration not stated)
1.1	-6	5	4	O=C(OCC#CCSc1nnc(-c2ccncc2)o1)c1cccs1
1	6	13	-22	CCCC(=O)Nc1ccccc1NC(=O)CCC
1	u	5	u	Cc1nc2sc(C(c3ccccc3)N3CCN(C(=O)c4ccco4)CC3)c(O)n2n1 (configuration not stated)
1.1	1	8	-5	Cc1nc(NC(=O)C2CC3CCCC(C2)C3=O)sc1C (configuration not stated)
1.1	-6	4	-4	O=C(CCCn1c(=S)[nH]c2cc3c(cc2c1=O)OCO3)NC1CC1
1.6	u	10	u	OC(Cc1nc2ccccc2[nH]1)c1ccccc1Cl (configuration not stated)
1	1	5	-19	Cc1ccc(-c2nn3c(C)nnc3s2)cc1N
1.1	0	x	-10	CC[C@]1(O)CC2CN(CCc3c([nH]c4ccccc34)[C@@](C(=O)OC)(c3cc4c(cc3OC)N(C=O)[C@H]3[C@@](O)(C(=O)OC)[C@H](OC(C)=O)[C@]5(CC)C=CCN6CC[C@]43[C@@H]65)C2)C1 (some centres not stated)
1	2	2	-15	Cc1csc(NC(=O)C2CCCO2)n1 (configuration not stated)
1	-2	3	-7	CCCCc1nc2n[nH]c(N)c2c2c1CCCC2
0.96	6	9	49	CC(=O)N1CCc2cc(Br)cc(S(=O)(=O)N3CCCCCC3)c21
1.1	6	8	-23	Cc1ccc(-c2nn3c(C)nnc3s2)cc1NC(=O)c1ccc(OC(C)C)cc1
1	8	48*	3	COc1ccc(OC)c(N=Cc2c(O)[nH]c3ccccc23)c1
1.1	-6	4	32	Cc1ccc(C)c(N2CCN(C(=O)C3CCCN(S(=O)(=O)c4c(C)noc4C)C3)CC2)c1 (configuration not stated)
1.1	-3	3	19	c1ccc(-c2nc3cnccn3c2Nc2ccc3c(c2)OCCO3)cc1
0.97	6	11	-10	CCc1nc(SCC(=O)Nc2ccc(C(=O)O)cc2)n[nH]1
0.99	2	3	-26	CCCN1CCN(C(=O)CN2C(=O)CC(C)(C)S(=O)(=O)c3ccccc32)CC1
1	-1	11	5	COc1ccccc1-n1c(CNC(=O)COc2ccccc2)n[nH]c1=S
1.1	-4	16	12	COc1ccc(-c2nc(CSCC(=O)N3CCc4ccccc4C3)c(C)o2)cc1OC
1.4	u	6	u	CCCCN(C)C(=O)c1sc2ncn(CC)c(=O)c2c1C
1.1	-14	3	20	O=C(OCCCCN1C(=O)c2ccccc2C1=O)c1n[nH]c2ccccc12
